Source: PubChem (several laboratories)
MITF TRPM1 inh = inhibitors of MITF-driven TRPM1 promoter in melanoma cells; SK-MEL-5 TRPM1 promoter luciferase, 24 h; inhibition, % at 12.5 µM; actives 0.83% (n = 330,000); AID 488899;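 active means mean inhibition across replicates of 60% or more, whatever share of single replicates reaches that level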; further: values of inactives mirror those of a sister screen read the other way
PDI inh = blocks human protein disulfide isomerase activity | P07237 | PDI insulin aggregation turbidity, A650, 90 min | inhibition, % at 10 µM | actives 0.052% (n = 350,000);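 active means mean inhibition across replicates of 30% or more, whatever share of single replicates reach that level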;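 further: absorbance from insulin aggregation driven by PDI reduction with DTT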
Target sequence (P07237 whole entry, looked up): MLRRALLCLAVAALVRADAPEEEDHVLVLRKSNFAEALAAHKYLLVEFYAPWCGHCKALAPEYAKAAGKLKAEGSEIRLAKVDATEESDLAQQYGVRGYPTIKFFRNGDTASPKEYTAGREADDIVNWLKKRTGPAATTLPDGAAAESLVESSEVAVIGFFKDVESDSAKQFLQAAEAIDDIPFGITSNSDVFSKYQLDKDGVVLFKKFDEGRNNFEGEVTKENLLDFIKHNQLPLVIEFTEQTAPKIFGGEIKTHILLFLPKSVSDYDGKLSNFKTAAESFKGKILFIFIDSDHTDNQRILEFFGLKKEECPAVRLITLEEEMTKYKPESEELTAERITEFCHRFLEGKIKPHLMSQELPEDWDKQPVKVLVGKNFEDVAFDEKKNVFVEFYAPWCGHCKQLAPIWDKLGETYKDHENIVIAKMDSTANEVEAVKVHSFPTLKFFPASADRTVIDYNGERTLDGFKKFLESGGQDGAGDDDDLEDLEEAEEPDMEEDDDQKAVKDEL
CaV13 FRET inh = Primary screen for inhibitors of IQ motif and Ca2+-dependent inactivation inhibitor domain binding in CACNA1D, Förster resonance energy transfer in living cells, …; HEK cells, CFP/YFP FRET ICDI-IQ, plate reader, 10 min; percent FRET-ratio fall versus neutral wells; inhibition, % at 12.3 µM; actives 0.098% (n = 340,000); AID 743397;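 active means mean replicate inhibition of at least 30% and at least 1% of replicates passing that level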;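 further: 0% = median of the neutral control wells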
Vif inh = blocks HIV Vif function | HEK293T cells, Vif self-association by quenched fluorescence, imaging, 24 h | inhibition, % at 7.49 µM | actives 0.35% (n = 340,000) | AID 602346; in the data active means inhibition above about 50%, passing the limit was not always enough; further: some results filed as inactive read as strong as hits
CF NFkB block = inhibitors of cystic fibrosis induced NF-kB; AID 588850; actives 0.86% (n = 360,000); KKLEB NF-kB-GFP reporter, PAF-induced, GFP fluorescence overnight; inhibition, % at 5 µM;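 active means at least 50% inhibition at 5 µM, scaled per plate between neutral and stimulator controls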;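 further: PAF is a Pseudomonas aeruginosa culture filtrate used as stimulus; plate controls were PAF-stimulated DMSO wells for no effect and unstimulated DMSO wells for full effect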
Shn3 3UTR inh = inhibitors of Schnurri-3 3'UTR reporter in osteoblasts; Clone20 osteoblast Shn3 3'UTR firefly luciferase, 24 h; actives 0.52% (n = 360,000); inhibition, % at 12.5 µM;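 active means mean inhibition of at least 75% with every replicate also reaching 75%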;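 further: 0% = median of neutral control wells and 100% = pilot-screen positive control compound; some compounds past the cut are filed as inactive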
Peg3 promoter = Peg3 promoter activity inhibition; actives 1.7% (n = 360,000); AID 588405; HeLa PEG-Prom luciferase reporter, luminescence, overnight; inhibition, % at 20 µM;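 active means inhibition of at least 50% at 20 µM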
NR2E3 ag-1 = activates human NR2E3 receptor; AID 602229; inhibition of corepressor binding, % at 3.98 µM; CHO-S Gal4-NCOR/VP16-NR2E3 two-hybrid, luciferase; actives 0.35% (n = 360,000);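 active means inhibition above the mean of all tested compounds plus 3 SD, cut at about 70% in these data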;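 further: 0% = DMSO with NR2E3 transfected cells and 100% = cells lacking NR2E3 construct; higher means lower luciferase signal from less NR2E3 corepressor binding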
Target sequence (Q9Y5X4 whole entry, looked up, the tested form may be a part): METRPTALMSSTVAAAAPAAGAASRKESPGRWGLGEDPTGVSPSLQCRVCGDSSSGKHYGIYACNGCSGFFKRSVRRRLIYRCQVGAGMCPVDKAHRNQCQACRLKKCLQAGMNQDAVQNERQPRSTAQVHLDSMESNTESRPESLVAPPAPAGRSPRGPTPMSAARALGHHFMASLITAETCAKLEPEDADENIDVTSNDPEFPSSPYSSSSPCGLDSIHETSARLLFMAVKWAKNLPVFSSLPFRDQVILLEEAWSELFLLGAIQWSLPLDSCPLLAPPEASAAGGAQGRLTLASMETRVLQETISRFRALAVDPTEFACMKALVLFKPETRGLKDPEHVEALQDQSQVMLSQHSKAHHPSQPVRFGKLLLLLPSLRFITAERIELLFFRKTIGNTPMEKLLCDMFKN
NR2E3 ag-2 = agonists of human nuclear receptor NR2E3; GST-NR2E3/biotin-RetCOR TR-FRET, 1536-well; inhibition of corepressor binding, % at 4.78 µM; actives 0.12% (n = 320,000); AID 2300;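 active means percent inhibition above the cutoff of mean plus 3 SD of all tested compounds, set per screening campaign, cut at about 20% in these data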;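 further: 0% = DMSO wells and 100% = biotin wells as full block of FRET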
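System: GST-NR2E3 and biotin-RetCOR proteins; probe or stimulus: 7 nM biotin-RetCOR; doses: compound at 4.8 µM, single dose; schedule: Compound–protein incubation for 5 h at 4 °C; detection: time-resolved FRET; read-out: percent inhibition; controls: biotin wells as high control, 0.6% DMSO wells as low control; format: 1536-well plates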
HIF-2a inh = HIF-2a inhibition | 786-0 RCC cells HIF-2a reporter, luciferase luminescence, overnight | inhibition, % at 18.8 µM | actives 0.72% (n = 360,000) | AID 624352;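 active means inhibition of the luminescence signal of 40% or more relative to plate controls, in a single-dose primary screen at 18.75 µM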
KKLEB tox = reduces viability of KKLEB cystic fibrosis airway cells; KKLEB CF airway cells viability, ATPlite luminescence, overnight; hits give low values; cells stimulated with P. aeruginosa culture filtrate; activity change (cytotoxicity), % at 5 µM; actives 0.36% (n = 360,000);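 active means corrected activity change at or below -50% at 5 µM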
Starred values were filed as active, the others as inactive; . = no result given.

SMILES	MITF TRPM1 inh	PDI inh	CaV13 FRET inh	Vif inh	CF NFkB block	Shn3 3UTR inh	Peg3 promoter	NR2E3 ag-1	NR2E3 ag-2	HIF-2a inh	KKLEB tox
CC(C)Oc1ccc(S(=O)(=O)N2CCOCC2)cc1NC(=O)CN1C(=O)c2ccccc2C1=O	.	-5	-2	5	5	4	-5	-11	.	12	-16
COc1cccc(CNC(=O)CSC(=S)N2CCCC2)c1	4	0	-6	.	-5	-3	-39	1	-3	2	-1
CCN1C(=O)[C@H]2[C@@H](c3ccc(C)cc3)N3C(=O)N(c4ccc(C)cc4)C(=O)[C@@]3(CC)[C@H]2C1=O	-6	-4	-5	-2	-11	-13	-53	-34	3	-72	1
O=C(COC(=O)/C=C/c1cccs1)Nc1ccc2ccccc2c1	8	5	-15	-2	2	-21	-21	-7	2	-35	6
COC(=O)c1sc2nc(C)nc(SCC(=O)C(C)(C)C)c2c1C	-5	-3	-6	.	-19	27	-76	2	0	-83	9
COc1cc(/C=C/C(=O)OCC(=O)NCc2ccco2)ccc1O	16	-10	-14	7	16	-1	18	-16	-4	14	-14
O=[N+]([O-])c1ccc(/C=N/Nc2nc(NCc3ccccc3)nc(N3CCOCC3)n2)cc1	7	0	-5	-5	-14	11	17	7	0	3	-6
CCN(Cc1ccncc1)C(=O)CCc1nnc(CCc2ccccc2OC)o1	6	14	-19	2	3	10	8	11	2	22	4
CCc1cc(=O)oc2cc(OC(C)C(=O)N3CC[C@@]4(O)CCCC[C@H]4C3)ccc12 (stereo partly drawn)	.	.	.	-11	-21	-11	-3	-4	.	15	-5
COc1ccc2cc3cc(C(=O)N4CC(C)CC(C)C4)oc3nc2c1 (stereo not drawn)	-59	-2	.	-2	-3	-70	-209	-67	-2	-193	26
O=C(NC(=S)Nc1ccccn1)c1cncc(Br)c1	-34	-4	-5	-8	-26	-74	-203	-13	1	-141	6
CN(Cc1cccnc1)Cc1cn[nH]c1-c1ccc(-c2ccccc2)cc1	-13	-2	-6	0	24	-27	-53	-36	0	-96	-10

Record cards (already shown). Order of screens: MITF TRPM1 inh | PDI inh | CaV13 FRET inh | Vif inh | CF NFkB block | Shn3 3UTR inh | Peg3 promoter | NR2E3 ag-1 | NR2E3 ag-2 | HIF-2a inh | KKLEB tox
CC(C)Oc1ccc(S(=O)(=O)N2CCOCC2)cc1NC(=O)CN1C(=O)c2ccccc2C1=O is listed with . | -5 | -2 | 5 | 5 | 4 | -5 | -11 | . | 12 | -16
O=[N+]([O-])c1ccc(/C=N/Nc2nc(NCc3ccccc3)nc(N3CCOCC3)n2)cc1 is listed with 7 | 0 | -5 | -5 | -14 | 11 | 17 | 7 | 0 | 3 | -6
COC(=O)c1sc2nc(C)nc(SCC(=O)C(C)(C)C)c2c1C is listed with -5 | -3 | -6 | . | -19 | 27 | -76 | 2 | 0 | -83 | 9
O=C(NC(=S)Nc1ccccn1)c1cncc(Br)c1 is listed with -34 | -4 | -5 | -8 | -26 | -74 | -203 | -13 | 1 | -141 | 6
O=C(COC(=O)/C=C/c1cccs1)Nc1ccc2ccccc2c1 is listed with 8 | 5 | -15 | -2 | 2 | -21 | -21 | -7 | 2 | -35 | 6

Quoted from the listing.
Reading for O=C(COC(=O)/C=C/c1cccs1)Nc1ccc2ccccc2c1 under NR2E3 ag-2: 2
Reading for COc1cc(/C=C/C(=O)OCC(=O)NCc2ccco2)ccc1O under HIF-2a inh: 14
Reading for O=[N+]([O-])c1ccc(/C=N/Nc2nc(NCc3ccccc3)nc(N3CCOCC3)n2)cc1 under KKLEB tox: -6
Reading for COC(=O)c1sc2nc(C)nc(SCC(=O)C(C)(C)C)c2c1C under CF NFkB block: -19

More compounds:
SMILES	MITF TRPM1 inh	PDI inh	CaV13 FRET inh	Vif inh	CF NFkB block	Shn3 3UTR inh	Peg3 promoter	NR2E3 ag-1	NR2E3 ag-2	HIF-2a inh	KKLEB tox
CCOC(=O)Cn1c(=O)n(Cc2ccccc2)c(=O)c2cccnc21	4	-5	-3	-10	14	18	12	-21	2	13	-4
CCC(C(=O)OC(C)C)c1ccc2ccccc2c1 (stereo not drawn)	0	-11	-11	-3	-2	-36	5	0	0	4	1
CCCCC(=O)N(C)c1c(C)nc2ccc(C(=O)N3CCN(S(=O)(=O)CC)CC3)cn12	.	-4	-6	24	2	0	5	-23	.	14	-1
Cc1ccccc1NS(=O)(=O)c1ccc(C(=O)NCc2ccccc2CN2CCCC2)cc1	.	-2	-8	-19	-12	-5	11	-4	.	9	-8
CN(C)S(=O)(=O)c1ccc(C(=O)Nc2nc3ccccc3[nH]2)cc1	-60	5	-19	-10	10	-63	-224	-110	2	-240	7
COc1ccc(-c2cc(C(=O)NCCCN3CCCC3=O)c3ccccc3n2)cc1	-13	7	-3	2	0	7	-18	10	1	-36	-7
Nc1cc2c(cc1C(=O)c1ccccc1)OCCO2	-7	19	-4	6	13	-6	17	4	1	-9	4
COCCCN(C(=S)Nc1c(C)cc(C)cc1C)C(C)c1ccncc1 (stereo not drawn)	14	-5	-5	15	-10	0	5	14	1	16	-9
CCCN(CC(=O)Nc1cc(Cl)ccc1Cl)C(=O)c1ccc2n[nH]nc2c1	0	14	-3	17	25	9	17	10	5	7	-13
CC(=O)Oc1ccc2c(=O)c(N3C(=O)c4ccccc4C3=O)c(C)oc2c1C	2	-1	-7	-2	8	12	6	-6	1	12	-8
CCCn1c(Nc2cccc(OC)c2)nc2ccccc21	4	2	9	13	-2	-17	-1	-16	0	-18	14
COc1ccccc1N1CCN(C(=O)CSc2nnc3c4ccccc4n(CC(=O)O)c3n2)CC1	2	14	-5	-5	-3	11	4	-1	-1	17	13

Grouped by structure, those above with an NH in an aromatic ring (three)
SMILES	MITF TRPM1 inh	PDI inh	CaV13 FRET inh	Vif inh	CF NFkB block	Shn3 3UTR inh	Peg3 promoter	NR2E3 ag-1	NR2E3 ag-2	HIF-2a inh	KKLEB tox
CN(Cc1cccnc1)Cc1cn[nH]c1-c1ccc(-c2ccccc2)cc1	-13	-2	-6	0	24	-27	-53	-36	0	-96	-10
CN(C)S(=O)(=O)c1ccc(C(=O)Nc2nc3ccccc3[nH]2)cc1	-60	5	-19	-10	10	-63	-224	-110	2	-240	7
CCCN(CC(=O)Nc1cc(Cl)ccc1Cl)C(=O)c1ccc2n[nH]nc2c1	0	14	-3	17	25	9	17	10	5	7	-13

Continued.
SMILES	MITF TRPM1 inh	PDI inh	CaV13 FRET inh	Vif inh	CF NFkB block	Shn3 3UTR inh	Peg3 promoter	NR2E3 ag-1	NR2E3 ag-2	HIF-2a inh	KKLEB tox
CN(Cc1cnn(C)c1)S(=O)(=O)c1cccc([N+](=O)[O-])c1	5	6	-2	1	-4	10	6	-9	3	4	-11
CC(=O)c1cccc(NC(=O)C2CCN(C(=O)c3ccccc3Cl)CC2)c1	28	16	-8	-5	4	19	6	-28	2	11	-4
N#CCc1nnc2n1-c1ccccc1CCC2	4	4	-8	-4	8	-5	10	-24	5	6	-15
O=C(Nc1ccc(C(=O)O)cc1)/C(=C\C=C\c1ccccc1)NC(=O)c1ccccc1Cl	-9	1	-4	-10	-24	-8	-64	-52	-3	-107	6
c1ccc(Nc2nnc(-c3cccnc3)s2)cc1	-37	-1	-17	-13	-12	-64	-181	-103	0	-123	-6
O=C(Cn1nnc2ccccc2c1=O)NCCc1ccccc1	5	-22	-4	6	8	15	-3	-22	-4	7	-5
COCCNC(=S)N(CCc1c(C)[nH]c2ccc(Cl)cc12)Cc1cccnc1	4	1	-20	12	5	-2	24	-11	4	-2	-1
N#CC1=C(N)OC2=C(C(=O)CCC2)C12C(=O)N1CCCc3cccc2c31 (stereo not drawn)	12	-1	-2	-8	13	16	-1	6	-1	27	-8
O=C(NNC(=O)c1ccc([N+](=O)[O-])cc1)NC1CCCCC1	-43	-5	-4	-1	-4	-2	1	-5	-1	9	4
Cc1cnc(C(=O)N2CCCC(N3CCN(c4ccccc4F)CC3)C2)cn1 (stereo not drawn)	8	-4	-3	5	16	4	6	-9	.	3	-15
COc1cccc(COC(=O)C2CC(=O)N(Cc3ccccc3)C2)c1OC (stereo not drawn)	.	-5	-8	5	-22	-15	-2	5	.	3	-5
COc1cc(SC)ccc1C(=O)Nc1ccc2ncccc2c1	-20	-2	-1	-4	-16	-102	-274	-181	1	-191	-5
CC1CN(CC(=O)c2c(N)n(Cc3ccccc3)c(=O)n(C)c2=O)CC(C)O1 (stereo not drawn)	-1	0	-8	.	-7	21	0	-4	3	3	14
Nc1c(C(=O)c2ccccc2)sc2c1c(=O)[nH]c(=O)n2-c1ccccc1	-12	1	-8	-2	-1	-22	21	-1	-4	24	6
CN1CCN(C(=O)c2cnn(-c3ccccc3)c2NC(=O)c2ccccc2Br)CC1	4	-6	-3	10	-6	14	4	-52	5	13	0
CC(C)[C@H](NC(=O)c1ccco1)C(=O)OCC(=O)Nc1ccc(Cl)c(S(=O)(=O)N(C)C)c1	7	-3	2	1	-14	31	25	-16	0	-1	3
O=C(c1ccc2c(c1)OCO2)N1CCN(c2ncccn2)CC1	7	0	-5	-6	-13	-4	11	15	0	7	-1
Cc1cccc(C)c1NC(=O)C(NC(=O)c1ccccn1)c1ccccc1[N+](=O)[O-] (stereo not drawn)	10	-6	-2	18	8	-1	10	5	2	16	-3
Cc1ccc(-c2csc(NC(=O)CN3CCC(C(N)=O)CC3)n2)cc1	-6	2	-18	-1	-15	6	6	-21	-1	-14	-2
Cn1cccc1CC(=O)N/N=C/c1ccc(Cl)c([N+](=O)[O-])c1	-5	2	-4	-11	-4	5	8	-21	-3	3	-7
COCCNC(=S)Nc1ccc([N+](=O)[O-])cc1C	-6	-2	3	0	-9	-27	5	-18	1	-1	12
COc1ccccc1OCC(=O)OCC(=O)Nc1sccc1C(N)=O	-11	2	-16	4	0	-4	11	2	2	-10	-2
COC(=O)c1ccc(OC(=O)N2CCOCC2)cc1	-27	5	9	-6	-2	-1	-18	-6	4	-7	12
Cc1ccc(/C=c2/sc3nnc(-c4ccccc4Cl)n3c2=O)o1	4	8	-4	-2	-5	-2	1	8	1	5	10
CCc1ccc(OCC(=O)N2CCc3ccccc32)cc1	-62	7	-3	-7	-19	-40	-303	-120	4	-277	-15
Cc1cc(/C([O-])=C(/C(=S)Nc2ccc(F)cc2)[n+]2ccccc2)c(C)n1-c1ccc(F)cc1	9	-5	.	-4	0	-1	22	-17	0	-39	6
Cc1c(C(=O)Nc2cc(F)ccc2F)sc2nc3n(c(=O)c12)CCCCC3	-74	-4	-7	3	26	-87	-187	-58	4	-182	-2

An excerpt from the list above:
SMILES	MITF TRPM1 inh	PDI inh	CaV13 FRET inh	Vif inh	CF NFkB block	Shn3 3UTR inh	Peg3 promoter	NR2E3 ag-1	NR2E3 ag-2	HIF-2a inh	KKLEB tox
Cc1cc(/C([O-])=C(/C(=S)Nc2ccc(F)cc2)[n+]2ccccc2)c(C)n1-c1ccc(F)cc1	9	-5	.	-4	0	-1	22	-17	0	-39	6
Cc1c(C(=O)Nc2cc(F)ccc2F)sc2nc3n(c(=O)c12)CCCCC3	-74	-4	-7	3	26	-87	-187	-58	4	-182	-2
